Screens as filed in PubChem BioAssay.
ELG1 repair inh: inhibitors of ELG1-dependent DNA repair in HEK293T cells; Potency, µM (doses to about 46.1 µM), without a hit: at the highest dose activity change, negative = inhibition, most hits filed as inhibitors; 330,000 compounds, 2.3% hits; AID 504467; HEK293T ELG1-luciferase reporter, luminescence, 16 h; DNA damage induced by 5-fluorouridine; note: potency is the fitted concentration of half-maximal effect; % is set by controls: 0 for no effect and ±100 for the full control effect; nearly all actives have a fitted effect of over 55% in size
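Step one: seed 2,000 cells per well. Step two: pin-transfer compound or DMSO alongside 5-fluorouridine. Step three: incubate 16 hr, 37 °C, 5% CO2. Step four: add ONE-Glo, wait 30 min, read luminescence.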
hERG WT inh: blocks the wildtype human KCNH2 potassium channel; Q12809; U2OS, BacMam KCNH2, thallium flux FluxOr; hits give low values; activity change, % at 1.84 µM; 340,000 compounds, 0.37% hits; AID 720551;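 active = maximum activity change below -70%; inconclusive = maximum activity change between -70% and -50%; inactive = maximum activity change above -50%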; note: % is set by controls: 0 for no effect and ±100 for the full control effect
Target sequence (Q12809 whole entry, looked up): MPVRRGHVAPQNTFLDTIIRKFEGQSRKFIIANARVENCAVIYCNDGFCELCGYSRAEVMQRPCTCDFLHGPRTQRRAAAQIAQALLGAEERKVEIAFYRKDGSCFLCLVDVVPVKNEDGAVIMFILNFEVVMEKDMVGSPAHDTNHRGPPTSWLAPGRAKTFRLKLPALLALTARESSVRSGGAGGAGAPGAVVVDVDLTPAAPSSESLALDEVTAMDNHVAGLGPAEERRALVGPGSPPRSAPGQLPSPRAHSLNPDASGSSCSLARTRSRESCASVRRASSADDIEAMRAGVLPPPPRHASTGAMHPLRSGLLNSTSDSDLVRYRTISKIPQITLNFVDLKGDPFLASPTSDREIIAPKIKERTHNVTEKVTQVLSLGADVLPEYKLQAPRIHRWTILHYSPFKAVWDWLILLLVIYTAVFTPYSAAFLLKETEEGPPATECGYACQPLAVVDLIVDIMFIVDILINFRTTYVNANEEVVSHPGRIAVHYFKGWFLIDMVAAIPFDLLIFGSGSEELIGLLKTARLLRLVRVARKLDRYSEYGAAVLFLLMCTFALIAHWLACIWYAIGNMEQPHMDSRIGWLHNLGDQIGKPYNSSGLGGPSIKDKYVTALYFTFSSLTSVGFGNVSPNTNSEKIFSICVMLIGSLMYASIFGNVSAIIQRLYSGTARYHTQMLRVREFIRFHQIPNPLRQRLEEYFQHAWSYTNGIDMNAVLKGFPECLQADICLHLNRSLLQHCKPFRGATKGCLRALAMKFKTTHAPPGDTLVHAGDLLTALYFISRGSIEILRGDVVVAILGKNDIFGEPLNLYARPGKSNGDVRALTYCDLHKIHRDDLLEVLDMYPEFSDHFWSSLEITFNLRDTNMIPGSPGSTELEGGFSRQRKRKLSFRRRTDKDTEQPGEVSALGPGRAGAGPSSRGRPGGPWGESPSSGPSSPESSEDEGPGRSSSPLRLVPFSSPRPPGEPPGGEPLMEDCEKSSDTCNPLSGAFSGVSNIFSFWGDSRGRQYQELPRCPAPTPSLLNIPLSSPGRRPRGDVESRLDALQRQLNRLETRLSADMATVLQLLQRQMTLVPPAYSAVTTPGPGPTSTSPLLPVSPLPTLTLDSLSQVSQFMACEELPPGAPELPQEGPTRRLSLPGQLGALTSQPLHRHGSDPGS
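U2OS cells transduced with wild-type KCNH2 virus are loaded with FluxOr dye for 45 min, and thallium flux is measured in kinetic reads before and after stimulation buffer. Rate constants are normalized to DMSO controls.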
Eya2 phos inh: blocks the phosphatase activity of human Eya2; O00167; recombinant Eya2, OMFP fluorescence dephosphorylation (OMFP is methylfluorescein phosphate); Potency, µM (highest dose often 76.9 µM), without a hit: at the highest dose activity, negative = inhibition, usual class: inhibitors; 330,000 compounds, 0.006% hits; note: potency is the fitted concentration of half-maximal effect; % is set by controls: 0 for no effect and ±100 for the full control effect
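Eya2 protein (added as 0.2 uM solution) was preincubated with compound for 10 min at ambient temperature in 50 mM HEPES pH 7.5, 50 mM NaCl, 5 uM MgCl2, 0.05% BSA, 1 mM DTT. OMFP (added at 50 uM) then reacted 10 min; fluorescence read at 485/525 nm.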
Mito fusion act: blocks mitochondrial division or promotes mitochondrial fusion | S. cerevisiae fusion-defective mutant growth rescue, CellTiterGlo 48 h | Potency, µM (series often up to 46.1 µM), without a hit: at the top dose growth rescue (activation), hits mostly activators | 320,000 compounds, 0.23% hits | AID 485298;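 note: potency is the fitted concentration of half-maximal effect; % of control where 0% means no effect; nearly all actives have a fitted effect of over 45% in size; temperature-sensitive fusion mutants such as fzo1-1 at 37 °C on non-fermentable ethanol glycerol medium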
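Growth-rescue viability read-out: after 48 h at the non-permissive 37C in glycerol/ethanol YPEG, yeast mitochondrial fusion mutants are measured by CellTiterGlo luminescence; compounds (23 nl pinned per well) restoring growth score as division inhibitors or fusion activators.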
TSHR antag: blocks TSH signaling through the human TSH receptor; P16473; TSHR-expressing cells, TSH-stimulated cAMP HTRF, 2 h; hits give low values; activity change, negative = inhibition, % at 11.5 µM; 330,000 compounds, 0.2% hits;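 active = activity change below a set negative limit, meaning inhibition stronger than a set level, cut at about -70% in these data; inconclusive = activity change between two set negative limits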; note: % is set by controls: 0 for no effect and ±100 for the full control effect
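Cell-based HTRF cAMP assay; TSHR cells + compound, TSH EC80 (4nM final), 2 h, 37 deg C. Lysis with anti-cAMP cryptate and cAMP-d2, 30 min RT, read 665/620 nm.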
KCNH2 3.1 block: inhibitors of human KCNH2 3.1 potassium channel isoform. U2OS KCNH2 3.1, thallium flux FluxOr; hits give low values. activity change, % (tested at about 1.8 µM). 340,000 compounds, 0.95% hits;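 active = maximum activity change below -70%; inconclusive = maximum activity change from -70% to -50%; inactive = maximum activity change above -50%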;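 note: thallium influx rate constant from kinetic fluorescence after stimulation buffer; % is set by controls: 0 for no effect and ±100 for the full control effect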
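Virally transduced U2OS (3.1 isoform, 4 h infection in dark at RT) → overnight 37 C → FluxOr + Red40 in HBSS/HEPES, 45 min → stimulation buffer, 2 min kinetic read → rate constant vs DMSO controls.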
TCR act: activators of T cell receptors; primary human leukocytes, anti-CD3, IL-2 HTRF, 48 h; Potency, µM (series often up to 9.22 µM), for the others: top-dose activation of IL-2 secretion, actives largely listed as activators; 330,000 tested, under 10 active; note: % of control where 0% means no effect
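Primary human leukocytes receive a-CD3 beads and test compound and are incubated 48 hr. Secreted IL-2 is then assayed by HTRF, measuring 665nm acceptor emission after 320nm excitation of the europium donor.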
A-T KAP1 phos: potential ataxia-telangiectasia treatments restoring KAP-1 phosphorylation. […] A-T fibroblasts, KAP-1 phosphorylation AlphaLISA; neocarzinostatin DNA damage 30 min before lysis. Potency, µM (top dose mostly 57.5 µM), inactives show top-dose activation, most hits filed as activators. 320,000 compounds, 0.19% hits; note: potency is the fitted concentration of half-maximal effect; % of control where 0% means no effect; nearly all actives have a fitted effect of over 45% in size
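hTERT-immortalized A-T patient fibroblasts ([…]), 500 cells/well in OPTI-MEM, 1% FBS, got compounds for 60 min, then NCS for 30 min at 37C. Lysates were then assayed for phospho-KAP-1 by AlphaLISA (anti-pKAP1 donor, anti-KAP1 acceptor beads), 6 hr at 25C.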
USP2a block: USP2a (human) protease inhibition | USP2 core, Ub-CHOP2 coupled fluorogenic reporter, 485/531 | 330,000 compounds, 0.01% hits | Potency, µM (doses to about 38.3 µM), for inactives: at the top dose activity change, negative = inhibition, hits mostly inhibitors | AID 463254 | O75604;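 note: potency is the fitted concentration of half-maximal effect; plate controls were DMSO wells for no effect and full inhibition by NEM control for full effect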
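USP2 core (10nM final) preincubated 30min RT with compound in 20mM Tris-HCl pH 8.0, 2mM CaCl2, 2mM beta-mercaptoethanol, 0.05% CHAPS; 25nM Ub-CHOP2 plus 25nM reporter substrate added, fluorescence (Ex485/Em531) read after 60min.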
TRPV1 ag: human TRPV1 agonism; TRPV1-expressing cells, Fluo-8 calcium influx, agonist mode; 320,000 compounds, 0.19% hits; activation, % at 8.33 µM; in the data active = activation above about 80%; inconclusive = between about 30% and that limit; note: 0% is about no effect
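Cells expressing TRPV1 were dye-loaded with Fluo-8 and read kinetically: 10 s baseline, 3 min after compound (agonist portion), then 2 min after EC20 capsaicin (allosteric enhancer portion). Calcium-bound dye fluorescence at 480/520 nm.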
The depositor's hits bear a star; ? = inconclusive; . = not tested or not shown; & = joins results of further samples; [ ] = another dose, or the depositor's remark. Unless noted, calls come from the whole dose curve; as a rule, active = well fitted curve in the direction sought with a large enough effect; inconclusive = small, poorly fitted or top-dose-only effect, or another doubt; inactive = no such curve, though single readings can be large; an effect the other way counts as inactive or inconclusive. Some of the compounds tested, so the mix of outcomes need not match the whole.

The opening two records, to show the layout:
Every second line gives: ELG1 repair inh	hERG WT inh	Eya2 phos inh	Mito fusion act	TSHR antag	KCNH2 3.1 block	TCR act	A-T KAP1 phos	USP2a block	TRPV1 ag
1) CC(C)C[C@H](NC(=O)c1nc[nH]c1C(=O)N[C@@H](CC(C)C)C(=O)OCc1ccccc1)C(=O)OCc1ccccc1
 : -20%	-22	-14%	-3%	6	-20	1%	-3%	-9%	0
2) O=C(OCC1CC(c2ccccn2)=NO1)c1ccc(Br)cc1 (centres undefined)
 : ?	-4	1%	9%	-14	6	-6%	-2%	1%	15

The list itself, from the first entry:
Every second line gives: ELG1 repair inh	hERG WT inh	Eya2 phos inh	Mito fusion act	TSHR antag	KCNH2 3.1 block	TCR act	A-T KAP1 phos	USP2a block	TRPV1 ag
1) CC(C)C[C@H](NC(=O)c1nc[nH]c1C(=O)N[C@@H](CC(C)C)C(=O)OCc1ccccc1)C(=O)OCc1ccccc1
 : -20%	-22	-14%	-3%	6	-20	1%	-3%	-9%	0
2) O=C(OCC1CC(c2ccccn2)=NO1)c1ccc(Br)cc1 (centres undefined)
 : ?	-4	1%	9%	-14	6	-6%	-2%	1%	15
3) CC(C)C(=O)Nc1ccc(C(=O)N2CCN(C(=O)c3ccco3)CC2)cc1
 : 12%	.	7%	0%	7	.	.	-2%	-1%	-1
4) COc1cc(NC(=O)CSCC(=O)N(C)C2CCCCC2)cc(OC)c1
 : -5%	4	2%	-1%	7	12	-3%	0%	-2%	-1
5) CC1(C)CC(=O)C=C(NCCN2CCN(C(=O)Nc3ccc(Cl)cc3)CC2)C1
 : 4%	-10	7%	-4%	-9	-21	10%	7%	-1%	-3
6) CN(CCCC(=O)N1CCN(c2ncccn2)CC1)S(=O)(=O)c1ccc(F)cc1
 : -29%	6	.	.	2	1	-7%	-2%	3%	.
7) O=C1OC(CC(=O)N(Cc2nnc(-c3ccc(Cl)cc3)o2)C2CC2)c2ccccc21 (centres undefined)
 : 5%	8	0%	3%	?	2	-4%	0%	-1%	0
8) O=C(NC(=S)NCCC1=CCCCC1)c1ccc(Br)o1
 : ?	-29	4%	0%	0	9	-3%	8%	0%	?
9) O=C(Oc1ccc(N(Cc2cccs2)C2=NS(=O)(=O)c3ccccc32)cc1)c1ccco1
 : ?	-4	-6%	16%	-16	-29	0%	.	0%	1
10) COc1cccc(-c2cc(C(=O)Nc3ccncc3)c3ccccc3n2)c1
 : -11%	-2	-4%	10%	-37	23	-2%	-4%	5%	?
11) CCOC(=O)C1(CCCc2ccccc2)CCN(Cc2cn(CC)nc2C)CC1
 : -7%	-17	-3%	-1%	27	-93*	.	-6%	8%	28
12) COc1ccc(-c2cc3ccccc3[nH]2)cc1
 : ?	-15	-1%	6%	-5	10	-4%	-1%	1%	5
13) Cc1ccccc1CN1C(=O)c2ccccc2Sc2ccc(C(=O)NCCN3CCOCC3)cc21
 : -1%	-1	0%	-2%	-6	-8	-1%	5%	1%	13
14) O=C(NCc1ccccn1)c1ccc(CS(=O)(=O)Cc2ccc(Cl)cc2)o1
 : -15%	-4	-10%	1%	6	22	-5%	-8%	1%	1
15) CCCN(CCC)C(=O)Cn1c(=O)c2sccc2n2c(=S)sc(-c3ccccc3)c12
 : 15%	5	0%	10%	2	-1	-2%	-2%	1%	0
16) COc1ccc2c(c1)c(C(=O)O)c(C)n2-c1ccc(Cl)cc1
 : -2%	-3	6%	?	-3	-5	0%	-12%	1%	-1
17) CCOC(=O)c1ccc(NC(=O)CC2S/C(=N/N=C3/NC(=O)CS3)NC2=O)cc1 (centres undefined)
 : -8%	-2	-13%	1%	7	14	7%	-2%	2%	1
18) Cc1ccc(SC2=C(Sc3ccc(C)cc3)C(=O)c3ccccc3C2=O)cc1
 : ?	14	0%	-13%	15	-3	6%	13%	4%	-8
19) CCNC(=O)c1c(NC(=O)c2cc(-c3cc(C)ccc3O)n[nH]2)sc2c1CCCC2
 : ?	7	-1%	15%	0	2	-4%[46.1 µM]	-1%	2%	0
20) CCN(CC)CCCNC(=O)CC1Oc2ccc(C)cc2NC1=O (centres undefined)
 : 13%	-2	9%	-1%	3	-2	-7%	15%	-2%	-4
21) OCC[C@@H]1C[C@H](O)[C@@H](O)[C@]2(CCCc3ccccc3O2)O1
 : 4%	-29	3%	2%	21	-11	0%	-7%	1%	1
22) COP(C)(=O)c1c(C)nn(-c2ccccc2)c1C (centres undefined)
 : 10%	-2	3%	-2%	-8	15	-5%	-12%	3%	.
23) CCOC(=O)c1cccc(NC(=O)CSc2nc(N)cc(N)n2)c1
 : 4%	-32	11%[15.4 µM]	-1%	9	2	4%	10%	3%	1
24) O=C(O)CNC(=O)CCN1C(=O)c2ccccc2C1=O
 : 11%	1	-2%	-3%	2	-6	-4%	2%	-1%	1
25) Cc1ccc(SCC(=O)NNC(=O)C2CCCCC2)cc1
 : -4%	3	6%	0%	9	16	-2%	-6%	-1%	2
26) Cc1cnc(C(=O)N2CCN(S(=O)(=O)c3ccc4ccccc4c3)CC2)cn1
 : -27%	4	13%[15.4 µM]	6%	-27	-9	-4%	10%	1%	-3
27) CCc1nnc(NC(=O)CSc2nnc(-c3cccnc3)n2CCc2ccccc2)s1
 : 11%	-10	6%	0%	-10	1	.	7%	3%	-1
28) CCOCC(=O)Nc1c(C)n(C)n(-c2ccccc2)c1=O
 : -6%	.	-9%	-2%	-2	.	.	5%	2%	1
29) CCN1CCN(Cc2ccc(NC(=O)c3ccc(C)c(NC(=O)C4=NN(c5ccccc5)C(=O)C4)c3)cc2C(F)(F)F)CC1
 : 16%	0&-2	-2%	-9%	2	0&10	6%	5%	-3%	-4
30) O=C(Nc1ccc2c(c1)CCC2)c1ccc(Br)s1
 : ?	4	-5%	0%	9	-43	6%	5%	-1%	-3
31) Nc1nc2nc(-c3ccc(F)cc3)cc(C(F)(F)F)n2n1
 : 11%	-5	1%	17%	1	6	.	-3%	3%	-5
32) CC(C)(C)CN1C(N)=NC[C@@H]1Cc1ccc(O)cc1
 : -4%	.	2%	8%	2	25	-5%	-10%	-8%	-2
33) O=S1(=O)N=C(N2CCN(Cc3ccccc3)CC2)c2ccccc21
 : -2%	5	14%	1%	0	0	-2%	15%	1%	5
34) CCN(CC(=O)NC1CCCC1)S(=O)(=O)c1ccc(F)cc1
 : 12%	25	11%	-1%	27	6	-9%	9%	3%	3
35) O=C(NCCCNC(=O)c1ccc(Cl)cc1Cl)c1ccccn1
 : -5%	4	8%	-5%	4	-25	-2%	2%	1%	-2
36) CCc1ccccc1N(CC(=O)NCc1ccco1)C(=O)CCC(=O)Nc1ccccn1
 : -6%	-2	?	-3%	-8	?	-4%	0%	-1%	-2
37) O=C(C[n+]1ccccc1)N/N=C/c1cc(Br)ccc1O
 : -9%	1	11%	1%	7	5	3%	18%	1%	1
38) COC(=O)c1sccc1NC(=O)c1c(Cl)cccc1Cl
 : -7%	-24	5%	-2%	-38	-7	-3%	-1%	0%	9
39) CCN(CC)c1ccc(/C=N/OCC(=O)N2CCCc3ccccc32)cc1
 : -3%	-3	-20%	17%	-1	-3	4%[46.1 µM]	2%	-1%	-6
40) CCn1c(=O)c(-[n+]2ccccc2)c(O)c2ccccc21
 : 15%	-3	1%	0%	1	13	4%	-5%	0%	-2
41) O=C(NC(Cc1ccccc1)C(=O)NCCc1ccccn1)c1cccs1 (centres undefined)
 : -8%	19	?	-2%	-4	-2	-5%	10%	-1%	-1
42) CCOC(=O)N1CCc2c(sc3c2c(=O)n(-c2ccc(CC)cc2)c(=O)n3CC(=O)NCC2CCCO2)C1 (centres undefined)
 : ?	.	-13%	5%	-40	-5	30%	4%	0%	-8
43) COc1ccccc1CNC(=O)Cc1c[nH]c2ccccc12
 : -3%	1	3%	3%	35	-1	3%	10%	-1%	15
44) Cc1cc(C)c(OCC(=O)OCC(=O)N2CCN(C(=O)c3ccco3)CC2)c(C)c1
 : 13%	0	2%	-1%	9	-1	4%	-12%	1%	2
